Assay outcomes deposited in PubChem BioAssay by Southern Research Specialized Biocontainment Screening Center.
M. tuberculosis: growth inhibition of non-replicating M. tuberculosis (AID 488890). 320,000 compounds, 0.39% hits. Mycobacterium tuberculosis non-replicating, growth inhibition; higher % means a stronger effect. one-dose inhibition, % at 25 µM; IC50 in µM for titrated hits; in the data active = a potency from the dose series; inconclusive = inhibition mostly from about 82% at the one dose, without a potency; inactive = the rest, 99 in 100 with inhibition below about 76%;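 also: plate controls were DMSO cells for no effect and high antibiotic wells for full effect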
H37Rv inhibition: M. tuberculosis growth inhibition, HTS (AID 449762); 330,000 compounds, 0.59% hits; inhibition, % at 25 µM; hits with a dose series show IC50 in µM; M. tuberculosis H37Rv growth inhibition, 7H9 media; higher % means a stronger effect; in the data active = a potency from the dose series; inconclusive = inhibition above about 70% without an active follow-up result;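 also: bacterial growth assessed after seven days of incubation; strong numbers were not always called active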
inhibitors of VEEV: inhibitors of VEEV TC-83 cytopathic effect, confirmation, Vero cells (AID 588727) | inhibition, % at 20 µM, or IC50 in µM where a hit was titrated | Vero cells, VEEV TC-83 cytopathic effect inhibition; higher % means a stronger effect | 350,000 compounds, 0.13% hits; in the data active = a potency from the dose series; inconclusive = inhibition mostly from about 14% at the one dose, without a potency; inactive = the rest, 99 in 100 with inhibition below about 12%; also: strong numbers were not always called active
influenza NS1A: H1N1 influenza NS1A inhibitors, functional cell based assay (AID 504329); NS1A functional cell-based assay, percent inhibition; higher % means a stronger effect; inhibition, % at 12.5 µM, or IC50 in µM where a hit was titrated; 340,000 compounds, 0.3% hits; in the data active = a potency from the dose series; inconclusive = inhibition above about 27% without an active follow-up result; also: strong numbers were not always called active
Salmonella PhoP GFP: PhoP regulon inhibitors, Salmonella typhi PhoP promoter GFP reporter, confirmatory (AID 1850); Salmonella Typhi PhoP-promoter GFP reporter, fluorescence, 4 h; higher % means a stronger effect; inhibition, % at 50 µM; hits with a dose series show IC50 in µM; 310,000 compounds, 0.33% hits; in the data active = a potency from the dose series; inconclusive = inhibition mostly from about 25% at the one dose, without a potency; inactive = the rest, 99 in 100 with inhibition below about 19%;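 also: 0% = induced wells with vehicle and 100% = uninduced wells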
inhibitors of VEEV 10K pilot screen: further read-out of inhibitors of VEEV, marked with its call; inhibition, %; measured here: 10K pilot screen inhibition
Active calls of the source: *; i = inactive; ? = inconclusive; · = not tested or not shown.

SMILES | M. tuberculosis | H37Rv inhibition | inhibitors of VEEV | influenza NS1A | Salmonella PhoP GFP | others
O=C(COC(=O)c1cc(-c2cccs2)nn1-c1ccccc1)Nc1ccc(Cl)c([N+](=O)[O-])c1 | 39% | -10% | 3.3% | 3% | 9%
O=C(Nc1cccc(F)c1)N1CCC(c2ccccc2)CC1 | 72% | 7% | 0.7% | 0% | 4%
CN1c2ccccc2Sc2cc(N)ccc21 | 77% | ? | 2.0% | -2% | -10%
COc1ccc(-c2n[nH]c(=S)n2Cc2ccccc2)cc1 | -17% | -1% | 2.1% | 2% | -8%
CCOC(=O)c1cnc(SCC(=O)Nc2nc(C)c(C)s2)nc1N | 69% | -6% | 1.8% | 0% | -3%
O=C(NC1CCCC1)C(c1ccccn1)N(C(=O)c1csnn1)c1ccc(F)cc1 (centres undefined) | 30% | -2% | i | 4% | 4%
COc1ccc(-c2csc(NC(=O)C3COc4ccccc4O3)n2)cc1OC (centres undefined) | 32% | 68% | 8.1% | -4% | 4%
O=C(NC(=S)N1CCCCCC1)c1ccccc1Cl | 21% | 16% | 0.8% | 3% | -13%
O=C(COC(=O)c1ccccc1NCCO)Nc1cc(C(F)(F)F)ccc1N1CCOCC1 | 12% | 3% | 6.1% | -11% | -2%
O=[N+]([O-])c1c(Nc2ccc(O)cc2)cc(Cl)c2nonc12 | ? | ? | i | 10% | ?
CN=c1scc(C)n1/N=C/c1ccc(O)c(O)c1O | -6% | 9% | 2.1% | 16% | -2%
O=S(=O)(Nc1ccc(-c2cnco2)cc1)c1ccccc1 | -4% | -7% | 1.8% | 1% | 4%

Continued, overlapping the part above by 2 compounds.
SMILES | M. tuberculosis | H37Rv inhibition | inhibitors of VEEV | influenza NS1A | Salmonella PhoP GFP | others
CN=c1scc(C)n1/N=C/c1ccc(O)c(O)c1O | -6% | 9% | 2.1% | 16% | -2%
O=S(=O)(Nc1ccc(-c2cnco2)cc1)c1ccccc1 | -4% | -7% | 1.8% | 1% | 4%
CCCCn1c(=O)c(C(=O)Nc2ccccc2F)c(O)c2ccccc21 | -22% | 11% | 4.7% | 2% | -5%
Fc1ccc2cc(-c3ccsc3)ncc2c1 | -2% | 9% | 0.5% | -5% | · | inhibitors of VEEV 10K pilot screen=0.4
COc1ccc(/C(N)=N/OC(=O)Cc2ccccc2)cc1 | ? | 10% | 1.8% | 3% | -5%
CCO[C@H]1OC(C(=O)NCc2ccccc2)=C[C@@H](C2CC2)[C@@H]1CCCO | -7% | 6% | i | 12% | 8%
Cn1cc(/C=N/Nc2ccccc2)c2ccccc21 | 73% | ? | 4.8% | -1% | 6%
CCCCN(CCCC)C(=O)C1CC=CCC1C(=O)O (centres undefined) | 2% | -6% | 3.1% | -2% | 0%
COc1ccc(S(=O)(=O)Nc2ccccc2N2CCOCC2)cc1OC | -3% | 4% | 0.0% | 2% | ·
Cn1c(-c2ccccc2)cc(=O)c2ccccc21 | -3% | -7% | 0.6% | 1% | -9%
CCOc1ccc(NC(=O)CSc2n[nH]c(N)n2)c([N+](=O)[O-])c1 | 24% | -5% | 0.6% | -5% | -29%
Cc1ccc(C(=O)NNC(=O)c2cc3cc4ccccc4nc3s2)cc1 | -6% | -5% | i | -3% | -5%
CN(C)/C=N/C(=S)Nc1ccccc1Cl | -5% | -2% | 1.1% | 0% | -1%
CN(Cc1ccccc1)C(=O)c1ccccc1N(C)S(=O)(=O)c1ccccc1 | · | · | 5.2% | -6% | ·
COc1cc(C=O)ccc1OCC(=O)N1CCCC1 | -6% | -5% | 1.8% | 13% | 9%
CC1CCN(S(=O)(=O)c2ccc(NC(=O)CCN3C(=O)c4ccccc4C3=O)cc2)CC1 | 8% | 1% | 0.4% | 8% | -1%
O=C(CSc1nnnn1-c1ccccc1)c1ccc(O)cc1O | 9% | -3% | 0.7% | 0% | 6%
Cc1ccc(S(=O)(=O)N2CCN(C(=O)CSC3CCCC3)CC2)c(C)c1 | 16% | -3% | 2.8% | 8% | -10%
CC(Sc1ccc(S(=O)(=O)N(C)C)cn1)C(=O)NC1CCCC1 (centres undefined) | -3% | -8% | i | 1% | ·
CCC(Cc1ccccc1)NC(=O)c1cc(S(=O)(=O)N2CCCCC2)c[nH]1 (centres undefined) | 18% | -5% | 3.7% | -1% | -16%
C#Cc1cccc(C(=O)N2CCCC(C(=O)c3ccc(OC)cc3C)C2)c1 (centres undefined) | -9% | -8% | 1.0% | -3% | -10%
CCC(NC(=O)C1CCCO1)c1ccccc1 (centres undefined) | -1% | 0% | i | -23% | -2%
C=CCn1c(SCc2ccccc2)nc2scc(-c3ccc(C)o3)c2c1=O | 13% | -7% | 2.4% | -14% | -1%
CN1[C@@H]2CC[C@H]1CC(OC(=O)C(CO)c1ccccc1)C2 (some centres undefined) | 0% | · | 0.2% | -6% | -2%
CCOc1ccc(CN2C(=O)c3ccccc3C2=O)cc1C(=O)NC1CC(C)(C)NC(C)(C)C1 | · | -2% | 0.7% | -6% | ·
Cc1onc(-c2ccccc2)c1-c1n[nH]c(=S)n1-c1ccc(C(=O)O)cc1 | 1% | 1% | i | -15% | -6%
Cc1cccnc1NC(=O)C1CCCN(S(=O)(=O)c2ccc3c(c2)oc(=O)n3C)C1 (centres undefined) | · | -6% | i | 5% | 8%
COc1ccc(CCC(=O)NCCS(=O)(=O)N2CCN(c3ccccc3F)CC2)cc1 | 10% | 10% | 7.3% | -10% | 3%
O=C(O)c1cn2c3c(ccc(Cl)c3c1=O)OCC2 | -8% | -4% | 0.7% | 5% | -1%
CCCCOc1ccc(C(=O)N/C(=C/C=C/c2ccccc2)C(=O)N2CCOCC2)cc1 | 72% | ? | 4.0% | 3% | -11%
Cc1ccc(-n2c(SCn3nnc4ccccc4c3=O)nnc2-c2cccnc2)c(C)c1 | 63% | 4% | 0.3% | -8% | -13%
CC1(C)Cc2c(C#N)c(NC3CCCCC3)nc(-c3ccco3)c2CO1 | 69% | -5% | 4.3% | -11% | -3%
COc1ccc(-c2ccc(SCC(=O)Nc3nccs3)nn2)cc1OC | -1% | 15% | 1.0% | -8% | -14%
Cc1cc(NC(=O)CSc2nnc(-c3cccc(F)c3)n2N)no1 | 7% | -7% | 1.5% | -17% | ·
Cc1ccc(S(=O)(=O)N(C)C)cc1NC(=S)Nc1ccc2[nH]c(=O)[nH]c2c1 | 11% | -4% | 1.0% | 11% | -18%
CC1CC1C(=O)N1CCN(S(=O)(=O)c2cccc(F)c2)CC1 (centres undefined) | -15% | -9% | 1.0% | -10% | -3%
CC(C)NC(=O)c1ccc2c(c1)nnn2C | -1% | -2% | 1.5% | 1% | -7%
Cc1cc(Nc2ncc(Cl)cc2Cl)n(-c2ccccc2)n1 | 10% | -7% | i | -3% | -5%
CC(C)[C@H](NC(=O)c1ccccc1)C(=O)Nc1cccc(S(=O)(=O)N2CCOCC2)c1 | -1% | 2% | 2.1% | -5% | ·
CCOc1ccccc1Nc1ccc2nonc2c1[N+](=O)[O-] | -1% | -3% | 0.1% | 3% | -4%
COc1ccc(CCN(CC(=O)NC(C)(C)C)C(=O)Cn2nnc(-c3ccc(C)o3)n2)cc1OC | -5% | -6% | 4.4% | 2% | 11%
COc1ccc(/C=N/NC(=O)c2ccccc2OC)cc1COc1ccccc1[N+](=O)[O-] | -3% | -8% | 8.5% | 12% | -3%
CCN(CC)S(=O)(=O)c1ccc(/C=C/C(=O)OCC(=O)Nc2ccc(S(N)(=O)=O)cc2)cc1 | 3% | -15% | 0.9% | -6% | -5%
COc1ccc(C(=O)OCC(=O)N2C(C)CCCC2C)cc1[N+](=O)[O-] (centres undefined) | 15% | 3% | i | -2% | 2%
COc1cc(/C=C/C(=O)O)cc(S(=O)(=O)Nc2ccc(F)cc2)c1OC | -14% | -8% | i | 2% | -4%
CC(C)c1nc(SCC(=O)Nc2ccc3c(c2)OCCO3)n[nH]1 | 10% | 48% | 4.7% | 6% | -1%
Cc1ccc(S(=O)(=O)c2ccc(Oc3cccc(C)c3)cc2)cc1 | -7% | -4% | 1.9% | -14% | -9%
Cn1c(SCC(=O)NCC2CCCO2)nnc1-c1ccco1 (centres undefined) | 1% | 3% | 1.1% | -6% | ·
COc1ccc(NC(=O)C2CCCN(S(=O)(=O)c3ccc4c(c3)CCCN4C(C)=O)C2)cc1Cl (centres undefined) | 4% | -8% | 5.4% | -2% | 4%
c1cncc(-c2cn(C[C@H]3CC[C@@H]([C@@H]4CC[C@H](Cn5cc(-c6cccnc6)nn5)O4)O3)nn2)c1 | -13% | 9% | 0.6% | -4% | -1%
Nc1ccc(S(=O)(=O)NC2(C(F)(F)F)NC(=O)N(Cc3ccccc3)C2=O)cc1 (centres undefined) | 23% | 8% | i | 7% | -9%
CN(Cc1ccccc1)C(=O)CN1C(=O)NC(C)(c2ccc(Cl)cc2)C1=O (centres undefined) | -6% | 8% | 1.4% | -1% | 10%
COc1cccc(-c2csc(N3CCN(C(=O)NC45CC6CC(CC(C6)C4)C5)CC3)n2)c1 | 44% | ? | 9.4% | 0% | -7%
COc1ccc(CN(C)C(=O)c2ccc(NS(=O)(=O)c3ccccc3)cc2)c(OC)c1 | 10% | 5% | 9.0% | 1% | 0%
CCOC(=O)N/N=C(C)/C=C/c1ccco1 | -6% | 0% | i | 7% | 0%
COC(=O)c1cn(C(=O)c2cc(Cl)ccc2Cl)c2ccccc12 | -7% | 4% | 0.3% | 10% | 3%
CCOc1cccc(/C=N/NC(=O)c2cc(-c3cccn3C)n[nH]2)c1O | -5% | 2% | 10% | 25% | 5%
CC(C#N)(CCc1ccccn1)CCc1ccccn1 | · | · | i | 1% | ·
Cc1ccccc1C1=C/C(=C(\SS/C(C(=O)c2ccc(OCC(=O)O)c(Cl)c2Cl)=C2\C=C(c3ccccc3C)SS2)C(=O)c2ccc(OCC(=O)O)c(Cl)c2Cl)SS1 | · | · | 1.4% | 16µM* | ·
O=C(O)COc1ccccc1/C=N/NC(=O)CSc1nc2ccccc2s1 | 60% | 1% | i | -4% | 11%
CC1(C(=O)O)CCC(C(=O)Nc2ccc(F)cc2)C1(C)C (centres undefined) | -9% | -1% | i | -25% | 11%
CCOC(=O)c1ccc(Oc2nc(OC)nc(N(C)C)n2)cc1 | -7% | 4% | 3.5% | 6% | -5%
COc1cccc(/C=C/C(=O)OCC(=O)Nc2cc(C(F)(F)F)ccc2Cl)c1 | 32% | 10% | 0.1% | -8% | -5%
COc1cc(-c2noc(C)c2C(=O)NCC[C@@H]2CCCN2C)cc(OC)c1OC | 2% | -2% | i | 18% | ·

By substructure: the compounds so far containing fluorine (12)
SMILES | M. tuberculosis | H37Rv inhibition | inhibitors of VEEV | influenza NS1A | Salmonella PhoP GFP | others
O=C(Nc1cccc(F)c1)N1CCC(c2ccccc2)CC1 | 72% | 7% | 0.7% | 0% | 4%
O=C(NC1CCCC1)C(c1ccccn1)N(C(=O)c1csnn1)c1ccc(F)cc1 (centres undefined) | 30% | -2% | i | 4% | 4%
O=C(COC(=O)c1ccccc1NCCO)Nc1cc(C(F)(F)F)ccc1N1CCOCC1 | 12% | 3% | 6.1% | -11% | -2%
CCCCn1c(=O)c(C(=O)Nc2ccccc2F)c(O)c2ccccc21 | -22% | 11% | 4.7% | 2% | -5%
Fc1ccc2cc(-c3ccsc3)ncc2c1 | -2% | 9% | 0.5% | -5% | · | inhibitors of VEEV 10K pilot screen=0.4
COc1ccc(CCC(=O)NCCS(=O)(=O)N2CCN(c3ccccc3F)CC2)cc1 | 10% | 10% | 7.3% | -10% | 3%
Cc1cc(NC(=O)CSc2nnc(-c3cccc(F)c3)n2N)no1 | 7% | -7% | 1.5% | -17% | ·
CC1CC1C(=O)N1CCN(S(=O)(=O)c2cccc(F)c2)CC1 (centres undefined) | -15% | -9% | 1.0% | -10% | -3%
COc1cc(/C=C/C(=O)O)cc(S(=O)(=O)Nc2ccc(F)cc2)c1OC | -14% | -8% | i | 2% | -4%
Nc1ccc(S(=O)(=O)NC2(C(F)(F)F)NC(=O)N(Cc3ccccc3)C2=O)cc1 (centres undefined) | 23% | 8% | i | 7% | -9%
CC1(C(=O)O)CCC(C(=O)Nc2ccc(F)cc2)C1(C)C (centres undefined) | -9% | -1% | i | -25% | 11%
COc1cccc(/C=C/C(=O)OCC(=O)Nc2cc(C(F)(F)F)ccc2Cl)c1 | 32% | 10% | 0.1% | -8% | -5%
